Compound activity (PubChem)
SR-BI HDL uptake = blocks mouse SR-BI lipid uptake from DiI-HDL | Q61009 | ldlA[mSR-BI] CHO cells, DiI-HDL uptake fluorescence, 3 h | inhibition, % at 12.5 µM | 0.96% of 320,000 active;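 active means mean replicate inhibition of at least 70% and a set share of replicates each scoring 70 or more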;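 further: 0% = median of neutral control wells and 100% = median of positive control wells; values of inactives mirror those of a sister screen read the other way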
PvdQ acylase = P. aeruginosa PvdQ acylase inhibition | purified PvdQ acylase, fluorescence plate reader | inhibition, % at 10 µM | 0.063% of 340,000 active | AID 488965; in the data active means inhibition above about 30%, passing the limit was not always enough;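 further: 0% = vehicle neutral wells and 100% = reference inhibitor wells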
SR-BI uptake up = enhances SR-BI lipid uptake from DiI-HDL; CHO ldlA[mSR-BI] cells, DiI-HDL uptake fluorescence, 3 h; 100 = double the neutral-control signal; activation, % at 12.5 µM; 0.096% of 320,000 active; AID 504775;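 active means mean replicate activation of at least 60% and every replicate at or above 60%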;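 further: 0% = median plate neutral-control signal and 100% = twice that signal; values of inactives mirror those of a sister screen read the other way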
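System: LDL receptor-deficient CHO ldlA cells overexpressing murine SR-BI | Timing: 3 h uptake period with compound, 37 °C | Medium: HEPES-buffered (25 mM, pH 7.4) F12 plus 0.5% BSA | Dosing: Single-point compound dose | Signal: Bottom-read fluorescence, 550/595 nm | Read-out: Retained DiI signal reflecting DiI-HDL uptake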
CAL PDZ FP-1 = human CAL PDZ-peptide interaction inhibition. Q9HD26. purified CAL PDZ, TMR-peptide fluorescence polarization, 1 h. inhibition, % at 20 µM. 0.02% of 330,000 active. AID 504414;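 active means highest replicate inhibition of at least 40%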;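 further: plate controls were DMSO neutral control wells for no effect and unlabeled competitor peptide control wells for full effect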
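Read-out basis: mP drop reported as inhibition | Assay system: Tagged CAL PDZ protein CerCALP, purified | Benchmarks: Unlabelled peptide for full inhibition, DMSO wells as neutral | Schedule: 1 h incubation at room temperature before polarization reading | Buffer or medium: Sodium phosphate/NaCl buffer pH 7.4 with TCEP, IgG, Thesit | Doses: Single point, 20 µM | Measured by: Fluorescence polarization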
PfHsp90 yeast 2 = growth inhibition of yeast expressing Plasmodium Hsp90; S. cerevisiae expressing PfHsp90, BacTiter-Glo ATP, 48 h; yeast lacking PDR1 and PDR3 efflux regulators; inhibition, % at 9.4 µM; 0.32% of 310,000 active; AID 504621;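 active means every replicate shows inhibition above about 80%, whatever the replicate mean, limit read from the data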;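 further: 0% = DMSO neutral controls and 100% = 20 µM radicicol positive controls; yeast relying on Plasmodium falciparum Hsp90 in place of its own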
dFosB activator = enhances mouse delta FosB homodimer DNA binding; P13346; purified delta FosB, TAMRA-CDK5 oligo fluorescence polarization; percent of positive-control signal above neutral wells; activation, % at 25 µM; 0.99% of 340,000 active; AID 493131;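 active means mean activation above about 17%, with every replicate also reaching it, limit read from the data, passing the limit was not always enough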;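 further: fluorescence polarization rise as delta FosB binds a TAMRA Cdk5 AP-1 oligo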
MITF TRPM1 HTS = increases MITF-driven TRPM1 promoter luciferase signal | SK-MEL-5 TRPM1-promoter luciferase, 24 h; % of positive control, neutral wells = 0 | activation, % at 12.5 µM | 0.75% of 300,000 active;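 active means mean activation of at least 80% with every replicate also reaching 80%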;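 further: 0% = neutral control wells and 100% = parthenolide positive control wells; values of inactives mirror those of a sister screen read the other way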
NSD2 inh = NSD2 (human) methyltransferase inhibition | O96028 | NSD2 peptide methylation, AlphaScreen, 120 min | inhibition, % at 12.5 µM | 0.54% of 310,000 active; in the data active means inhibition above about 50%
Target sequence (O96028 whole entry, looked up): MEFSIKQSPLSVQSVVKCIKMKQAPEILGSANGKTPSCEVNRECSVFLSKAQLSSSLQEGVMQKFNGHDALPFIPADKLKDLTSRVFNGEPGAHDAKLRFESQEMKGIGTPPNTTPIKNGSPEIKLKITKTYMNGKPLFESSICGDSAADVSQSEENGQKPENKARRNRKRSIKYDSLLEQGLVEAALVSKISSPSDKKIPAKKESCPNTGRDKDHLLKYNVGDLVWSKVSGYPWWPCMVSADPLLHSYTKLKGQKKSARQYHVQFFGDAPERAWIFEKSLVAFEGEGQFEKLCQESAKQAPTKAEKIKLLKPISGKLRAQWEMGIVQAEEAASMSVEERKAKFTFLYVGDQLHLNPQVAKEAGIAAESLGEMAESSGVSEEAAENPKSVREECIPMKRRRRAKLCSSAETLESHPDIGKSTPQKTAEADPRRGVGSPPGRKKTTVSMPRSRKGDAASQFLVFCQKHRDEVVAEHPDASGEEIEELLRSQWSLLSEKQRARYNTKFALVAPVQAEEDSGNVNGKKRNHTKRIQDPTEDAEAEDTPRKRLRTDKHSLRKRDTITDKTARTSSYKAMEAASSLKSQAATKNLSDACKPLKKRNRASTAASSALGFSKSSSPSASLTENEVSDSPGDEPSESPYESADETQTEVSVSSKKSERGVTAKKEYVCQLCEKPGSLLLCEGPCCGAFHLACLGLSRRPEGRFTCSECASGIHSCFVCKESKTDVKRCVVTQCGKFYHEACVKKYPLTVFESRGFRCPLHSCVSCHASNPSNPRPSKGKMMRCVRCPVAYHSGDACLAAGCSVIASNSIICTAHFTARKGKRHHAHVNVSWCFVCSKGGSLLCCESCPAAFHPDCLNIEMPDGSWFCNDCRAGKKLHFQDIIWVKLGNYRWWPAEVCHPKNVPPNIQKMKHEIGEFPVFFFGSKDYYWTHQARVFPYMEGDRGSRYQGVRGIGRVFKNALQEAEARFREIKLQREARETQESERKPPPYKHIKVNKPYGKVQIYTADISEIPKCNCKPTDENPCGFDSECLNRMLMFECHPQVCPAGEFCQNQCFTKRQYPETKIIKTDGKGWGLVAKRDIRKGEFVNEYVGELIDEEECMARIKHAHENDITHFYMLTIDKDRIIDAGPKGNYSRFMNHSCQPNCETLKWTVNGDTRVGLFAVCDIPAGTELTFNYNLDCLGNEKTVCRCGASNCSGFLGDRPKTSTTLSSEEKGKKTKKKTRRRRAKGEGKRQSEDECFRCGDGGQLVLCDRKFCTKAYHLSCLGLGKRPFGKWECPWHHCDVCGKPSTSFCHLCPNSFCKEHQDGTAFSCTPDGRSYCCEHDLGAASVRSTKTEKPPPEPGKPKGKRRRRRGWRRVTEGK
Rtt109 HAT inh = blocks Candida albicans Rtt109/Vps75 acetyltransferase activity; inhibition, % at 34.9 µM; 0.16% of 330,000 active; purified Rtt109/Vps75, ThioGlo CoA-SH fluorescence, 4 h; Q5AAJ8;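 active means inhibition of at least 50% in every replicate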
CAL PDZ FP-2 = inhibitors of human CAL PDZ peptide binding. Q9HD26. purified CAL PDZ, TMR-peptide fluorescence polarization, 1 h. inhibition, % at 24.9 µM. 0.92% of 300,000 active. AID 602252;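 active means mean inhibition of at least 30% with at least half of replicates also reaching 30%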;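 further: 0% = DMSO neutral control and 100% = excess unlabeled competitor peptide PRC23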
* hit, by the source's call; . = no result given.

SMILES	SR-BI HDL uptake	PvdQ acylase	SR-BI uptake up	CAL PDZ FP-1	PfHsp90 yeast 2	dFosB activator	MITF TRPM1 HTS	NSD2 inh	Rtt109 HAT inh	CAL PDZ FP-2
Cc1cc2nc(SCCOC(=O)Nc3cccc(Cl)c3)nc(C)c2cc1C	-14	-7	14	-2.9	5	-5	1	-2	-3	6
COc1cc(NC(=O)Cn2ncc3c2-c2ccccc2OC3)cc(OC)c1OC	3	-16	-3	-0.5	-8	-3	.	.	1	.
O=C(CN(C(=O)CCC(=O)Nc1ccccn1)c1cccc(F)c1)NCc1ccc(F)cc1	4	-10	-4	-1.7	-13	-6	-9	-4	-21	-4
CC(=O)c1c(COC(=O)c2cccc(C)c2)nc2ccccc2[n+]1[O-]	3	7	-3	-0.5	-4	-11	-12	4	1	-3
O=C(O)CCCC(=O)Nc1cc([N+](=O)[O-])ccc1O	2	-4	-2	-4.4	0	2	-9	-2	12	-5
COc1ccc(/C=C/C(=O)OCC(=O)N2CC(=O)Nc3ccccc32)cc1	3	-11	-3	-2.7	22	-7	4	-1	-7	1
CCOC(=O)c1ccc(N(CC2CO2)S(=O)(=O)c2ccc(C)cc2)cc1 (stereo unspecified)	-28	-9	28	-0.6	-32	-3	-5	-1	0	1
Cc1noc(C)c1NC(=O)N(C)C[C@H]1Oc2ccc(NC(=O)NC3CCCCC3)cc2C(=O)N([C@H](C)CO)C[C@@H]1C	-16	-15	16	-0.2	-7	-3	0	.	3	-2
O=C(O/N=C1\CCS(=O)(=O)c2sccc21)c1c(F)cccc1F	-3	10	3	-2.8	21	-1	13	0	16	2
O=C(CN(c1cccc(Cl)c1)S(=O)(=O)c1ccc(Cl)cc1)NCc1ccccn1	83*	4	-83	0.3	-4	-11	-4	-2	23	1
CCCN(C(=O)COC(=O)CSc1ccc([N+](=O)[O-])cc1)C1CCS(=O)(=O)C1 (stereo unspecified)	-2	-11	2	-3.4	-28	-8	7	-4	6	-1
CC1CCC2C(=O)N(c3ccc(S(=O)(=O)c4ccccc4)cc3)C(=O)C2C1 (stereo unspecified)	-7	-13	7	-2.8	15	-3	0	-1	-5	-3
CN1CCC(=C2c3ccccc3Sc3ccccc32)CC1	-12	-7	12	-5.7	4	0	21	.	2	-5
CCOc1ccc2c(c1)ncn2Cc1ccccc1	-20	-14	20	-0.2	-32	-7	11	2	-1	-5
CC(=O)c1ccc(N(CC(=O)NCc2ccc3c(c2)OCO3)C(=O)c2csnn2)cc1	11	-15	-11	-0.7	-6	5	24	.	-6	.
COc1ccccc1-c1c(C(F)(F)F)oc2cc(OS(C)(=O)=O)ccc2c1=O	-13	0	13	-3.1	17	-10	8	-1	12	1
COc1ccc(/C=C(/C(=O)N2CCCCC2C(=O)O)c2ccc(OC)c(OC)c2)cc1 (stereo unspecified)	-6	10	6	-0.8	12	-5	22	.	-9	3
Cc1ccc(-c2noc(CNS(=O)(=O)c3ccccc3)n2)cc1	-11	-11	11	-3.4	-3	-9	18	-2	0	-2
O=C(COc1ccc2c(-c3ccccc3)cc(=O)oc2c1)NCC(O)c1ccccc1 (stereo unspecified)	-24	0	24	-0.4	-3	6	.	.	-5	-4
O=C(COc1ccc2ccccc2c1)NNC(=O)Cc1cccc2ccccc12	35	-11	-35	-3.8	-9	-3	0	18	-1	-2
COc1ccc(NC(=O)C(c2ccc(OC)cc2)N(Cc2ccco2)C(=O)CC2NC(=O)NC2=O)cc1 (stereo unspecified)	-25	-4	25	-0.1	18	-3	-9	0	0	.
CCOC(=O)C1CCCN(C2=NC(=O)/C(=C/c3ccc(O)c(OC)c3)S2)C1 (stereo unspecified)	-25	-5	25	-6.1	7	-14	2	3	6	-2
CC(=O)Nc1ccc(N(C(=O)c2ccco2)C(C(=O)NC2CCCC2)c2ccc(N3CCOCC3)cc2)cc1 (stereo unspecified)	-9	-4	9	0.1	13	-3	-1	-1	-2	-1
COc1ccc(CNC(=O)CCNS(=O)(=O)c2ccc3c(c2)oc(=O)n3C)cc1	-44	-7	44	-3.3	6	2	-1	-1	6	2
CCOc1ccc(NC2OC(C)C(O)C(O)C2O)c([N+](=O)[O-])c1 (stereo unspecified)	-7	-4	7	-0.6	3	-2	-1	1	-2	.
SMILES	SR-BI HDL uptake	PvdQ acylase	SR-BI uptake up	CAL PDZ FP-1	PfHsp90 yeast 2	dFosB activator	MITF TRPM1 HTS	NSD2 inh	Rtt109 HAT inh	CAL PDZ FP-2
CSc1cc(-c2ccc(Cl)cc2)[nH]c(=O)c1C#N	-9	-10	9	-1.9	15	0	-17	1	-6	0
C=CCNC(=O)C12CCC(C)(C(=O)[C@H]1Br)C2(C)C (stereo partly specified)	5	-11	-5	-3.7	11	4	.	-2	2	-11
Cc1ccc2c(c1)nc(NCCCO)n2C	-17	0	17	0.7	7	8	6	.	0	-3
CC(C)(C)NC(=O)CSC(=Nc1ccc(F)cc1)NC#N	-10	1	10	0.3	-24	-5	-2	-1	-15	0
CCC(C)(C(=O)NC1CCCC1)N(CC1CCCO1)C(=O)CNC(=O)c1ccccc1 (stereo unspecified)	-3	2	3	-2.0	-2	-4	-3	23	.	-5
CCOC(=O)C1CCN(C(=O)c2c(-c3c(Cl)cccc3Cl)noc2C)CC1	.	6	.	-2.9	8	-6	-13	-1	.	5
CCOC(=O)C1(Cc2cccc(F)c2)CCN(Cc2cnn(CC)c2C)CC1	2	-9	-2	-0.7	4	-5	9	1	-4	-6
COCCN(C(=S)Nc1ccccc1OC)C1CCN(C(C)=O)CC1	0	-4	0	-0.6	17	-3	-10	-4	0	-4
CCOc1ccc(C2C(C(=O)NC)=C(C)Nc3nc4ccccc4n32)cc1OC (stereo unspecified)	-16	-5	16	0.2	-11	-13	-9	.	-6	.
COc1ccc(C(=O)NCc2nnc(SCC(=O)NC3CCCCC3)n2C)cc1	.	0	.	-0.9	-5	-3	-4	-3	-4	-2
CCCNC(=O)c1ccc(COc2ccc(C(C)(C)C)cc2)o1	-16	-24	16	.	13	-6	11	-2	-8	-9
O=C1OCCN1C(=O)[C@H]1[C@H](c2ccc(Cl)cc2)C(c2ccc(F)cc2)=NN1c1ccc(Br)cc1	-4	15	4	1.1	-4	-12	-12	.	-1	-5
CCOC(=O)NC(=O)c1cn(C(CC)CO)c(=O)[nH]c1=O (stereo unspecified)	-1	-13	1	-2.3	0	1	-1	-2	0	-2
Cn1cnnc1SCCCN1C(=O)c2cccc3cccc(c23)C1=O	4	-8	-4	-2.7	25	3	-5	2	3	-7
CCOc1ccccc1N=Cc1c(O)n(C)c(=O)n(C)c1=O	15	-6	-15	-1.0	-18	7	-10	.	4	-4
Fc1ccccc1CSc1ncnc2c1oc1ccccc12	-17	-11	17	-0.3	8	-7	31	-4	-9	.
O=C(N/N=C\c1cccc(Cl)c1)c1ccc(Cn2cccn2)o1	11	-12	-11	-4.0	-7	-18	15	-5	2	2
C=CCCCCCCCCC(=O)N1CCN(c2cc3c(cc2F)c(=O)c(C(=O)O)cn3CC)CC1	59	-12	-59	0.7	8	-11	-6	3	5	-2
Cc1ccc(C(=O)NCC(=O)OCCCOC(=O)CNC(=O)c2ccc(C)c(C)c2)cc1C	36	10	-36	-0.5	16	-10	.	-2	5	3
CCOC(=O)Cc1csc(NC(=O)Nc2ccc(OC(F)(F)F)cc2)n1	20	4	-20	-0.7	-1	-4	4	.	-3	-4
Cc1ccc(NC(=O)CSc2nc(=O)n(CCCN3CCOCC3)c3c2CCCC3)cc1F	-18	-7	18	-2.5	-9	-7	-11	1	10	-7
COc1ccc(CSc2nncn2C)cc1F	7	7	-7	-2.1	.	-4	-4	-2	12	-6
COc1ccc(C(=O)NCC(=O)N/N=C/c2ccco2)cc1OC	-16	-2	16	-0.8	40	-6	-7	-3	3	0
NC(=O)Cc1ccc(C(=O)c2ccc(F)cc2)s1	1	-6	-1	-0.3	-6	1	6	2	-5	-3
CCSc1nnc(-c2ccccc2SC)o1	14	-10	-14	-0.3	-10	-4	0	-7	0	9

Reformatted bar-delimited: 2 of the compounds above.
SMILES | SR-BI HDL uptake | PvdQ acylase | SR-BI uptake up | CAL PDZ FP-1 | PfHsp90 yeast 2 | dFosB activator | MITF TRPM1 HTS | NSD2 inh | Rtt109 HAT inh | CAL PDZ FP-2
O=C1OCCN1C(=O)[C@H]1[C@H](c2ccc(Cl)cc2)C(c2ccc(F)cc2)=NN1c1ccc(Br)cc1 | -4 | 15 | 4 | 1.1 | -4 | -12 | -12 | . | -1 | -5
CCOC(=O)NC(=O)c1cn(C(CC)CO)c(=O)[nH]c1=O (stereo unspecified) | -1 | -13 | 1 | -2.3 | 0 | 1 | -1 | -2 | 0 | -2

Next structures:
SMILES	SR-BI HDL uptake	PvdQ acylase	SR-BI uptake up	CAL PDZ FP-1	PfHsp90 yeast 2	dFosB activator	MITF TRPM1 HTS	NSD2 inh	Rtt109 HAT inh	CAL PDZ FP-2
CN(C)CCCOc1ccc(Cl)cc1Br	-4	-7	4	.	.	-4	10	7	-2	-11
COCCC(=O)N1CCC(Oc2ccc(C(=O)N3CCCCC3COC)cc2)CC1 (stereo unspecified)	-36	-7	36	0.4	-6	-2	-8	-6	-6	1
CCCCCOc1ccc(OC(=O)c2ccncc2)cc1	-36	-3	36	-0.9	.	1	.	-7	2	-4
Cn1nnnc1Sc1ncnc2scc(-c3ccc(C(F)(F)F)cc3)c12	-1	-11	1	0.4	-3	-11	-80	.	-2	-2
CCN(CC(=O)Nc1ccc(Br)cc1F)CC(=O)NC1CCS(=O)(=O)C1 (stereo unspecified)	-25	-16	25	-0.3	-4	-3	7	-2	2	-1
COc1ccc(NC2=NCC(=O)N2Cc2cccs2)cc1	-12	-16	12	-0.3	-17	-8	-8	10	8	-4
Nc1c(C(=O)O)ccc2c1C(=O)c1ccccc1C2=O	-16	-10	16	-0.8	5	-12	-10	19	2	-1
O=C(Nc1cccc(C(F)(F)F)c1)C(=O)N1CCCCC1	1	4	-1	0.0	2	-2	27	-14	9	0
S=C(NCCN1CCOCC1)Nc1ccc(Nc2ccccc2)cc1	-1	5	1	0.8	-2	7	-5	4	-4	-2
CCOC(=O)Cc1cc(=O)n(-c2nc3ccccc3s2)[nH]1	-40	23	40	-1.0	-19	-3	-2	5	-4	-1
NC(=O)c1ncn([C@@H]2O[C@H](CNC(=O)[C@H](N)CSCc3ccccc3)[C@@H](O)[C@H]2O)n1	-3	-11	3	-0.1	23	0	-4	.	2	-6
Cc1[nH]c2ccc(C(=O)N3CCCC3)cc2c1C	-14	6	.	-0.4	-5	7	7	0	24	1
CCOc1ccc(CNC(=O)c2ccc3c(c2)N(CC)CCS3)cc1	16	-21	-16	0.6	-13	-4	-8	.	-15	.
COc1ccc(-n2nc(C(=O)NCC(=O)NCCC3=CCCCC3)c3ccccc3c2=O)cc1OC	.	1	.	-0.4	-15	-14	-4	1	15	2
